Assay outcomes as filed in PubChem BioAssay.
KDM5B inhibitor: inhibitors of human KDM5B histone demethylase | actives 2.6% (n = 220,000) | KDM5B demethylase, FDH-coupled NADH fluorescence (FDH is formaldehyde dehydrogenase) | Potency, µM (doses to about 57.7 µM), for the others: top-dose activity change, negative = inhibition, hits mostly inhibitors | AID 1347165; active means well fitted inhibition curve with a large enough effect; inconclusive means small, poorly fitted or top-dose-only effect; inactive means no such curve, though single readings can be large or run the other way; further: 0% is about no effect; nearly all actives have a fitted effect of over 70% in size
Target sequence (Q9UGL1 whole entry, looked up): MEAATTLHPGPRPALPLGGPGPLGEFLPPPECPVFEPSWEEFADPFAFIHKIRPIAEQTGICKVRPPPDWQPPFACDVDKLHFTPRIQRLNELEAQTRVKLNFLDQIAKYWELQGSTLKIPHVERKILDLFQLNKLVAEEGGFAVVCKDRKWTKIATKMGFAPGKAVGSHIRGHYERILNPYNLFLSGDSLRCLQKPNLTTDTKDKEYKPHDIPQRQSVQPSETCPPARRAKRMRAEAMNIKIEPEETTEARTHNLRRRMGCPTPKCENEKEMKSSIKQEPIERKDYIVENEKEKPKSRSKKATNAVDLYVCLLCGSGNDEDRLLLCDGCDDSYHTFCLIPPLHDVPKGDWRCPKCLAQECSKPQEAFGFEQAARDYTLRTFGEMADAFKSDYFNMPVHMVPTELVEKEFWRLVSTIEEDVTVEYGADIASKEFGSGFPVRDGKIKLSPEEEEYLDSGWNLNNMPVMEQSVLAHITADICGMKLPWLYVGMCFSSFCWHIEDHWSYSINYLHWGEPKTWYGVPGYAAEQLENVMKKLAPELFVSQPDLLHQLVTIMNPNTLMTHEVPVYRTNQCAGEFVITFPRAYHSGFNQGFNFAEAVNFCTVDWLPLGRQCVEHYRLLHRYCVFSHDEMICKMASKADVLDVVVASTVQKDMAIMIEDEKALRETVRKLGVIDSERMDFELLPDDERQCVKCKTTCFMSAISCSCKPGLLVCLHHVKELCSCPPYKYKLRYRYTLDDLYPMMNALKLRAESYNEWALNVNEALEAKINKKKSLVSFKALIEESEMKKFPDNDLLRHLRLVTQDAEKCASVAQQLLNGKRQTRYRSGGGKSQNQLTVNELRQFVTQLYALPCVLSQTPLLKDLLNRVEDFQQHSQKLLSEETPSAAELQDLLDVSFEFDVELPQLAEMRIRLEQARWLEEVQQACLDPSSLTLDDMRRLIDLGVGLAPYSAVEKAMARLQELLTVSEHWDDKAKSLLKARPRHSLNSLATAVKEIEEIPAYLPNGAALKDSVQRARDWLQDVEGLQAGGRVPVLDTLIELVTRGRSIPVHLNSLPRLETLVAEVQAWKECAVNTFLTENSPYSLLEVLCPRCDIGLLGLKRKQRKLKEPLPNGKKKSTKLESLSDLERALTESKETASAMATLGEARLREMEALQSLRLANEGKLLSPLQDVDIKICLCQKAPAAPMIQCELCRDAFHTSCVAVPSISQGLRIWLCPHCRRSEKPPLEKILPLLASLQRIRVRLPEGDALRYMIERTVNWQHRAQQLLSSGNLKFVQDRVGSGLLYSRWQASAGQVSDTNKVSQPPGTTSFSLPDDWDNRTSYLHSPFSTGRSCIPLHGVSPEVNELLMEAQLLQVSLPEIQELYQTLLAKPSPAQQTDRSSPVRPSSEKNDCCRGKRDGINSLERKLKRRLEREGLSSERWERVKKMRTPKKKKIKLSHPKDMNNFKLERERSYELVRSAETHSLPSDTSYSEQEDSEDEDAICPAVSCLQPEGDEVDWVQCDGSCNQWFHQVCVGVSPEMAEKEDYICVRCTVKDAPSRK
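KDM5BΔAP (200 nM final) in 50 mM HEPES pH 7.5, 0.01% Tween-20 was preincubated 10 min at RT with compound over a concentration range. Substrate mix (H3K4me3 12.5 µM, α-KG 25 µM, Fe²⁺, ascorbate, NAD⁺, FDH) was added, and NADH fluorescence change over 30 min gave dose-response curves.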
An asterisk follows results filed as active; u = inconclusive; [ ] = remark or other dose. Potency means the concentration at half of the fitted maximal effect. This is a subset (hit frequency here may not be typical).

SMILES | KDM5B inhibitor
COc1cc(NC(=O)O[C@@H]2CC[C@]3(C)C(CC[C@@H](O)[C@H]3CC(=O)N3CC[C@H](NC(C)=O)C3)[C@]2(C)CO)cc(OC)c1 (stereo partly drawn) | 26%
O=C(c1cc(-c2ccc(Cl)cc2)n[nH]1)N1CCN(S(=O)(=O)c2ccc(Br)s2)CC1 | 6%
CC1CCCN(c2oc(-c3ccc(Cl)cc3)nc2C#N)C1 (stereo not drawn) | -44%
c1csc(CNCCCn2ccnc2)c1 | 18%
COc1ccccc1NC(=O)c1cc2c(s1)-c1ccccc1S(=O)(=O)C2 | u
Cn1cccc1C(=O)N1CC(Oc2ccc(-c3nc(-c4ccccc4)no3)cc2)C1 | 28µM*
Cc1ccc(CNC2CN(C(=O)OC(C)(C)C)C2)nc1 | 19%[149 µM]
CCc1cc(=O)oc2cc(OCC(=O)N3CCCc4cc(OC)ccc43)ccc12 | u
Cc1ccc(C(=O)N2CCC(n3cc(-c4nc(C5CC5)no4)nn3)C2)cc1 (stereo not drawn) | -6%
Cc1cccc(-c2ocnc2C(=O)Nc2ccccc2NC(=O)c2ccccn2)c1 | -30%
COCCOC1CN(C2CCNCC2)C12CCCCC2 (stereo not drawn) | 73%[activator]
Clc1ccccc1C1(c2ccnc(NCCn3cccn3)n2)CCNCC1 | 28µM*
CC(=O)Oc1ccc2c(C)c(CCC(=O)NCc3nc(-c4ccccc4)no3)c(=O)oc2c1 | 35%[activator]
CS(=O)(=O)N1CCC(C2CCN(C(=O)NC3CCCC3)C2)CC1 (stereo not drawn) | -12%
Cc1ccc(-c2cnc(CCC(=O)NCc3ccc(F)cc3)o2)cc1C | 4%
O=C(NC1CCCCC1)C1CCCN(S(=O)(=O)c2ccc(F)cc2)C1 (stereo not drawn) | 13%
COc1cccc(-c2nc(S(=O)(=O)c3ccc(C)cc3)c(N3CCCCC3)o2)c1 | -15%
Cc1nc(N2CCC(NC(=O)c3ccc(C#N)cc3)CC2)cc(C(F)(F)F)n1 | -13%
CCC(=O)NCC(c1ccc(Cl)cc1)N1CCN(C)CC1 (stereo not drawn) | -8%
Oc1c(C(c2ccccc2Cl)N2CCC(O)CC2)sc2nc(-c3ccco3)nn12 (stereo not drawn) | u
COc1ccc(NC(=O)c2cccc(-c3ccc(S(=O)(=O)N4CCCC4)cc3)c2)cc1OC | -3%
O=C(CC(=O)Nc1ccccc1)Nc1ccccc1 | -18%
CCCc1c(C)nc2ccc(C)cc2c1SCCC(=O)O | -8%
CCCCCOc1ccc(/C=C(/C#N)c2nc3ccccc3[nH]2)cc1OC | -3%
Cc1cc(N2CCOCC2)nc2ccc(NC(=O)NCC(C)C)cc12 | -113%
Next section:
SMILES | KDM5B inhibitor
CCNC(=S)NNC(=O)C(C)(C)O | -10%
O=C(c1cnc(-c2cccs2)nc1)N1CCN(CCO)CC(O)C1 (stereo not drawn) | u
CN(CCCc1nccn1C)C(=O)[C@H]1CCC[C@H](O)C1 | -8%
Cc1c(C)n(Cc2ccccc2)c2ccc(C(=O)N3CCN(c4ccccc4F)CC3)cc12 | u
CC(=O)c1c(C)[nH]c(-c2csc(CC(=O)Nc3cccc(C)c3)n2)c1C | 5%
COCCNC(=O)CS(=O)Cc1nc(-c2cccc(C)c2)oc1C (stereo not drawn) | 19%
COc1ccccc1CNC(=O)c1ccc(CSc2nc3ccncc3n2Cc2cccc(F)c2)cc1 | u
Cc1ccc2ncc(C(=O)c3ccc(C)c(C)c3)c(S(=O)(=O)c3ccc(F)cc3)c2c1 | -15%
Cc1cc(Br)ccc1NC(=O)Cn1nc2c(cc1=O)CCCCC2 | 17%
Cc1ccc(-c2ncc3c(n2)OCCN(c2ccccc2)C3=O)cc1F | -26%[86.2 µM]
COc1ccc(C(=O)N2CC(C)CC(C)C2)cc1 (stereo not drawn) | 20%
CN1[C@@H](CCC(=O)NCc2cccs2)CNC(=O)[C@@H]2[C@H]1CCN2Cc1ncc[nH]1 | 22%[86.2 µM]
O=C(CCC1N=C2c3ccccc3N=C(SCC(=O)Nc3ccc(F)cc3)N2C1=O)NCc1ccco1 (stereo not drawn) | -3%
C=CCOC(=O)C(C#N)c1nc2ccccc2nc1N1CCN(c2ccccc2)CC1 (stereo not drawn) | -29%
CC(OC(=O)c1cccc(S(=O)(=O)N2CCCCC2)c1)C(=O)N1CCCc2ccccc21 (stereo not drawn) | 8%
CCOc1ccc(C(C)NC(=O)CC2Sc3ccccc3NC2=O)cc1OCC (stereo not drawn) | 21%
O=C(NC(c1ccccc1)C1CC1)c1ccoc1 (stereo not drawn) | 15%
COCCn1c(SCC(=O)c2ccc(C)cc2)nc2cc(C(=O)NC3CCCC3)ccc2c1=O | 17%
COc1cccc(/C=C2\Oc3cc(OS(C)(=O)=O)ccc3C2=O)c1 | u
c1cc(-c2sc(-c3ccncc3)c(-c3ccncc3)c2-c2ccncc2)ccn1 | u
CC(C)NC(=O)C(C)Sc1nccc(C(F)(F)F)n1 (stereo not drawn) | 17%
OCC1(Cc2ccccc2F)CCCN(c2nnnn2-c2ccccc2)C1 (stereo not drawn) | -8%
COC[C@@H]1CN(Cc2ccc(OC)c(C)c2)C[C@H]1C(=O)NC1CC1 | 7%
O=C(C1=C(O)C(=O)N(CCOCCO)C1c1ccccn1)c1cccs1 (stereo not drawn) | u
NC(=O)c1ccc(OCC(F)(F)F)nc1 | 22%
Remaining list, next part
SMILES | KDM5B inhibitor
O=C(NC1CCCCC1)C1CN(C(=O)c2ccc(C(F)(F)F)cc2)CC12CCOCC2 (stereo not drawn) | 8%
CN1CC(=O)N(c2ccccc2F)Cc2c1ncnc2N1CCC(O)CC1 | -27%
CNC(=O)Cc1cccc(-n2ccnc2-c2cc(OC)c(OC)cc2F)c1 | u
COc1cccc2cc(S(=O)(=O)c3ccc(F)c(C)c3)c(=O)oc12 | -12%
O=C(c1cncc(F)c1)N1CCOCC2(CN(Cc3ccccc3)C2)C1 | -8%[86.2 µM]
COc1ccccc1-c1cc(NCC2CCOCC2)c2onc(C)c2n1 | -9%[86.2 µM]
CC(C)(C)C(=O)N1CCN(Cc2ccco2)CC1 | 17%
CC1(C)C(=O)Nc2ccc(S(=O)(=O)N3CCC(c4noc(-c5cccnc5)n4)C3)cc21 (stereo not drawn) | 18%
Cc1cccc(C)c1NC(=O)c1cc2sccc2n1Cc1ccc(F)cc1 | u
CNC(=O)[C@@H]1CN(C(=O)Cc2c(C)noc2C)C[C@H]1c1nc(COC)no1 | -13%
COc1ccc(OC2CN([S+](=O)([O-])c3cccs3)C2)cc1 | 24%[149 µM]
COc1ccc(CCNc2nc3ccccc3nc2C(=O)OCC(C)C)cc1OC | 22%
CC(C)CCN1C[C@@H]2[C@H](C1)N(CCOc1ccccc1)C(=O)C(C)(C)[S+]2(=O)[O-] | -11%[86.2 µM]
COCc1ccc2c(c1)c(OC(C)(C)C(=O)NCc1ccncc1)nn2Cc1cccnc1 | -21%
COc1ccc(COc2ccc(C(=O)O)cc2OC)cc1Br | 29%
CCCCCCCC1C(=O)CC(c2ccccc2)NC1c1ccccc1 (stereo not drawn) | 12%
CC(NC(=O)c1cccc(OC2CCN(C(=O)C3CC3)CC2)c1)c1nn[nH]n1 (stereo not drawn) | 35%[activator]
COCCNC(=O)c1ccc(C(C)C)cc1 | 21%
Cc1n[nH]c(C)c1C(NC(=O)c1c(C)nc2ccc(Cl)cn12)C(=O)O (stereo not drawn) | u
Cc1nc(-c2ccc(F)cc2)n(Cc2nc(-c3ccccc3)oc2C)c(=O)c1CCO | -15%
O=C1CCN(S(=O)(=O)c2ccccc2)CCCC(c2nc(-c3ccccc3)no2)CCN1 (stereo not drawn) | 15%
COC(=O)c1ccccc1NC(=O)CSc1nc(C)c(Cl)c(C)c1C#N | -45%
CC(C)c1ccc(S(=O)(=O)c2cnc(SCC(=O)Nc3ccc4c(c3)OCCO4)[nH]c2=O)cc1 | -14%
O=C(NCc1ccc(Cl)cc1)c1ccc2ccnn2c1 | 35µM*
COc1ccc(-n2cnc3cc(C(=O)NCCC4=CCCCC4)ccc32)cc1 | u
Following part.
SMILES | KDM5B inhibitor
CCOc1c(Br)cc(/C=C/C(=O)c2ccc(OC)cc2)cc1OC | 6%
Cc1cccc(/C=C(/C(=O)N2CCCCC2)c2cccs2)c1 | 17%
O=c1c2ccccc2nc(-c2ccccc2)n1CCCN1CCOCC1 | -7%
Nc1nc(N)nc(SCc2cccc(C(F)(F)F)c2)n1 | -1%
CNC(=O)c1cc(-c2ccccc2O)cc2c1OCCN2Cc1cccnc1 | 32µM*
CC(C)c1nc2cc(NC(=O)c3ccc(=O)[nH]n3)ccc2o1 | 28%
CCC1(C)CC(CCNCc2ccccc2)(C(C)C)CCO1 (stereo not drawn) | 18%
CC(=O)c1cccc(NC(=O)[C@H](Cc2ccccc2)N2Cc3ccccc3C2=O)c1 | -16%
Cc1cc(NC2CC(C)(C)NC(C)(C)C2)nc(C(C)C)n1 | 8%
O=C(CCc1nnn2c1CN(C(=O)COc1ccc(F)cc1)CC2)N1CCCC1 | 8%
Cc1cccc(-c2nc(CSc3nc(C)c(CCO)c(=O)[nH]3)c(C)o2)c1 | -15%
COc1ccc(NC(=O)c2nc(-c3ccccc3)oc2C)cc1 | 10%
COc1ccccc1Oc1nc2c(c(=O)n(Cc3ccccc3F)c(=O)n2C)n1C | 6%
CN(C)S(=O)(=O)c1ccc(NC(=O)c2nc(-c3ccccc3)n(-c3ccccc3)n2)cc1 | 11%
Cn1cnc(C(=O)N2CC3CC(C2)[C@H]2CCCC(=O)N2C3)c1 (stereo partly drawn) | -10%
CNC(=O)c1cccn2cncc12 | u
Cc1ccc(C(=O)N2CCCN(C(=O)C3CC3)C(c3ccccc3)CC(=O)NCC2)cn1 (stereo not drawn) | -21%
COCCn1c(N2CCC(Cc3ccccc3)CC2)nc2c1c(=O)[nH]c(=O)n2C | 9%
CC(C)(C)N1Cc2nnn(CC3CCCCC3)c2-c2ccccc2S1(=O)=O | 33%[activator]
Cc1ccc(F)cc1-n1nc(-c2c(C)nc3scc(CC(=O)N4CCCC4)n3c2=O)cc1C | u
O=C(C1CCCC1)N1CCN(C2CCN(CCc3ccccc3)C2=O)CC1 (stereo not drawn) | 21%
Cc1cccc(CN2CCCCCCNC(=O)CC2c2ccccc2)c1 (stereo not drawn) | -22%
CC(=O)c1ccc(NC(=O)c2nc(-c3ccccc3)n(-c3ccc(Cl)cc3)n2)cc1 | -36%
Cn1nc(C(=O)OCC(=O)Nc2cc(C(F)(F)F)ccc2Cl)c2ccccc2c1=O | -14%
NCCCCOc1ccc(OCc2ccccc2)cc1 | -6%
Later entries.
SMILES | KDM5B inhibitor
CCOc1ccc2nc(NC(=O)c3nc(SCc4ccccc4C)ncc3Cl)sc2c1 | -14%
COc1ncccc1-c1cc(C(=O)N2CCCC(OC)C2)c2c(c1)ncn2C (stereo not drawn) | -15%[86.2 µM]
COC(=O)C(CC(C)C)NC(=O)Nc1ccc(C)cc1C (stereo not drawn) | 4%
Cc1csc2ncnc(N3CCN(C(=S)Nc4ccc(F)cc4F)CC3)c12 | 15%
C=CCNC(=O)CN1CCN(c2nc3ccccc3o2)CC1 | 16%
COc1ccc(C(=O)NCC(O)c2ccc(C)cc2)cc1 (stereo not drawn) | 21%
COc1ccc(OC)c(/C=N/O)c1 | u
CCCNc1c(NC(=O)Cc2ccc(OC)cc2)c(=O)oc2ccccc12 | 7%
Cc1ccc(Cl)cc1NC(=O)c1cc(CN2CCCC2)on1 | -4%
O=C(c1ccccn1)N1CCC(n2cc(-c3nc(-c4ccccc4)no3)nn2)CC1 | 4%
CS(=O)(=O)N1CCC(Oc2ccc(C(=O)NCCc3cnccn3)cc2Cl)CC1 | 23%
CCC(C)(C)C1CCC(NC(=O)Cc2ccc(OC)c(OC)c2OC)CC1 (stereo not drawn) | -8%
CSCCC(NS(=O)(=O)c1ccc2c(c1)oc(=O)n2C)C(=O)NCCc1ccc(C)cc1 (stereo not drawn) | -16%
Cc1ncsc1CN1CCc2nn(CC3CC3)c(=O)n2CC1 | 11%
CCc1ccc(C(=O)CSc2n[nH]c(C)n2)cc1 | -24%
Cc1oc(-c2cccs2)nc1C(=O)N1CCOC(C)C1 (stereo not drawn) | u
CCOC(=O)N(C)[C@H]1C[C@H]2c3[nH]c4c(-c5cccc(C)c5)cccc4c3CCN2C[C@H]1[C@H](C)O | u

Compounds listed so far with a Cl atom:
SMILES | KDM5B inhibitor
O=C(c1cc(-c2ccc(Cl)cc2)n[nH]1)N1CCN(S(=O)(=O)c2ccc(Br)s2)CC1 | 6%
CC1CCCN(c2oc(-c3ccc(Cl)cc3)nc2C#N)C1 (stereo not drawn) | -44%
Clc1ccccc1C1(c2ccnc(NCCn3cccn3)n2)CCNCC1 | 28µM*
CCC(=O)NCC(c1ccc(Cl)cc1)N1CCN(C)CC1 (stereo not drawn) | -8%
Oc1c(C(c2ccccc2Cl)N2CCC(O)CC2)sc2nc(-c3ccco3)nn12 (stereo not drawn) | u
Cc1n[nH]c(C)c1C(NC(=O)c1c(C)nc2ccc(Cl)cn12)C(=O)O (stereo not drawn) | u
COC(=O)c1ccccc1NC(=O)CSc1nc(C)c(Cl)c(C)c1C#N | -45%
O=C(NCc1ccc(Cl)cc1)c1ccc2ccnn2c1 | 35µM*
CC(=O)c1ccc(NC(=O)c2nc(-c3ccccc3)n(-c3ccc(Cl)cc3)n2)cc1 | -36%
Cn1nc(C(=O)OCC(=O)Nc2cc(C(F)(F)F)ccc2Cl)c2ccccc2c1=O | -14%
CCOc1ccc2nc(NC(=O)c3nc(SCc4ccccc4C)ncc3Cl)sc2c1 | -14%
Cc1ccc(Cl)cc1NC(=O)c1cc(CN2CCCC2)on1 | -4%
CS(=O)(=O)N1CCC(Oc2ccc(C(=O)NCCc3cnccn3)cc2Cl)CC1 | 23%
